Compound activity from PubChem BioAssay.
Tn7 DDE FP = DD(E)-Tn7 binding inhibition, primary FP screen | FP displacement of FITC-Tn7 peptide from fibrin DD(E); 0% = median of compound wells per plate | P02675 | actives 0.13% (n = 370,000) | inhibition, % at 8.3 µM;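 active means inhibition above the mean of compounds falling within the control limits plus 3 SD of them, cut at about 14% in these data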;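 further: 0% = plate median of compound wells and 100% = 10 µM Aha-Tn7 peptide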
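system = human fibrin DD(E) protein | quantity = DD(E) 2 µM final | medium = Tris/NaCl/CaCl2 buffer, pH 7.8 | also added = labelled Tn7 tracer, 0.1 µM | compound dosing = single point at 8.3 µM | timing = compound with protein 10 min, then 3 h after probe, room temperature | signal = FP measurement | benchmarks = Aha-Tn7 high control | repeats = one replicate per compound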
MBD2 inh = inhibitors of human MBD2 binding to methylated oligonucleotide; Q9UBB5; TR-FRET; inhibition, % at 4.4 µM; actives 0.31% (n = 370,000); AID 686964; in the data active means inhibition above about 13%
UHRF1 binding = blocks human UHRF1 binding to methylated DNA; Q96T88; UHRF1 binding to methylated oligo, TR-FRET; inhibition, % at 4.4 µM; actives 0.75% (n = 370,000); AID 687016; in the data active means inhibition above about 21%;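 further: UHRF1 SRA domain binding a hemimethylated CpG hairpin DNA probe; 0% = median of test compound wells and 100% = reference inhibitor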
proKLK7 act = activates the human kallikrein-7 zymogen | activation, % at 7 µM | purified proKLK7, EDANS-DABCYL substrate fluorescence; 100% is mature enzyme control, 0% vehicle | AID 652039 | actives 0.9% (n = 370,000);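 active means activation above the mean of all tested compounds plus 3 SD, computed per campaign excluding outliers beyond control limits, cut at about 13% in these data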
ASAP1 GAP inh = inhibitors of human ASAP1 ArfGAP activity. ASAP1-stimulated ARF1 GTP hydrolysis, GDP FP detection. Q9ULH1. actives 0.19% (n = 360,000). AID 624377. inhibition, % at 16.5 µM; in the data active means inhibition above about 25%;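 further: 0% = vehicle with enzyme and substrate and 100% = no enzyme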
PLCb3 inh = blocks human PLC-beta3 enzyme activity; AID 720704; inhibition, % at 12.2 µM; Q01970; actives 0.18% (n = 370,000); Purified PLC-beta3, fluorogenic substrate, fluorescence; in the data active means inhibition above about 11%;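 further: 0% = median of compound wells on plate and 100% = full blocker control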
Target sequence (Q01970 whole entry, looked up): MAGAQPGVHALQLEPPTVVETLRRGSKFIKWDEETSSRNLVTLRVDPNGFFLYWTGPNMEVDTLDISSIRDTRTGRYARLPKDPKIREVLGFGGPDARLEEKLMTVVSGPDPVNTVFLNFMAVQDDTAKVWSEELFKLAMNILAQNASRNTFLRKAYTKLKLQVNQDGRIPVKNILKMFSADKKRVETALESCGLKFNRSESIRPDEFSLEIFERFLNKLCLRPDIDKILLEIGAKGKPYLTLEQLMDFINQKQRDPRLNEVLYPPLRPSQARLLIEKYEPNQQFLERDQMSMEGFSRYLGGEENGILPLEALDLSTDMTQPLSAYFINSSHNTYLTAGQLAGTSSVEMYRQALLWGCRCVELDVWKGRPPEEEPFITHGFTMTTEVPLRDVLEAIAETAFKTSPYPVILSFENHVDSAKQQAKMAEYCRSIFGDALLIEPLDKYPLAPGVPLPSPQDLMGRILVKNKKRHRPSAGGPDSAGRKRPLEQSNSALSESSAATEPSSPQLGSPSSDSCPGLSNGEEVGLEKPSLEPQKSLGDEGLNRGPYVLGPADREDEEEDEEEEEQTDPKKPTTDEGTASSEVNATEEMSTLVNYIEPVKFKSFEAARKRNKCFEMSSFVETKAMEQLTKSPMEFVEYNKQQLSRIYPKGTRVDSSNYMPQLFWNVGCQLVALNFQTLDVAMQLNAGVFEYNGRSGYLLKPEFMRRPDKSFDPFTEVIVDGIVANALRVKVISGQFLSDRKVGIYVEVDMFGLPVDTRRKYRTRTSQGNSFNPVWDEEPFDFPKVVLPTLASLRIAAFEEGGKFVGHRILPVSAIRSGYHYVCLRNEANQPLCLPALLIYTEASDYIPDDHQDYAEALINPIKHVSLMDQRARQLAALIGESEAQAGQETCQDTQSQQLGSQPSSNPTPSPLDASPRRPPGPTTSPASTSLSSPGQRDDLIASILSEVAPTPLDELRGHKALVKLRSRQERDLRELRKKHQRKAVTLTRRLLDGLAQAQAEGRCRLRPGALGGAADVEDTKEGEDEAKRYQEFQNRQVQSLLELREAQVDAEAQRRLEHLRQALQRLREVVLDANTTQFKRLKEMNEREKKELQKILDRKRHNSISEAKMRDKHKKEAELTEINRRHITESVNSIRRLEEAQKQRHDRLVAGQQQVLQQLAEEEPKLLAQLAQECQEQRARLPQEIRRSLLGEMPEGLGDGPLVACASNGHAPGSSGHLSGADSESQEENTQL
ADAM17 inh = inhibits human ADAM17 | actives 0.83% (n = 370,000) | P78536 | recombinant ADAM17, EDANS/DABCYL FRET peptide cleavage | inhibition, % at 6.95 µM;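 active means inhibition above the mean of compounds lying between control limits plus 3 SD, set per campaign, cut at about 8.5% in these data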;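 further: 0% = DMSO-only wells as the low control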
Tn6 DDE FP = disrupts Tn6 cyclic peptide binding to fibrin D-Dimer-E complex | P02675 | Fibrin DD(E) TRITC-Tn6 fluorescence polarization displacement | inhibition, % at 8.3 µM | actives 0.21% (n = 370,000) | AID 720509;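 active means inhibition above a per-campaign cutoff: mean of compounds within control limits plus 3 SD, cut at about 15% in these data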;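 further: 0% = median of all compound wells on the plate and 100% = blocking peptide control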
ARFGAP1 inhibitor = rat ARFGAP1 inhibition; inhibition, % at 16.5 µM; Q62848; Arfgap1-stimulated ARF1 GTP hydrolysis, GDP FP detection; actives 0.26% (n = 360,000); AID 651572;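 active means inhibition above a per-plate limit, mean inhibition of low control wells plus 3 SD, cut at about 25% in these data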;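 further: 0% = DMSO wells with enzyme and 100% = wells lacking Arfgap1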
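Assay system: purified rat His6-Arfgap1 residues 1-136 (GAP domain); Reagent: human Δ17 ARF1 bound to GTP; Dosing: 16.5 µM single point, 1.26% DMSO; Times: GTP hydrolysis reaction 2 h at 25 °C; Signal: FP, GDP Alexa 633 tracer displaced from anti-GDP antibody, 620/688 nm; Measure: % inhibition from polarization.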
PLC-gamma1 inh = inhibitors of human phospholipase C gamma1; P19174; purified PLC-gamma1, fluorogenic substrate, fluorescence; inhibition, % at 12.2 µM; actives 0.84% (n = 370,000); AID 720700; in the data active means inhibition above about 9.5%
Starred values were filed as active, the others as inactive; i = inactive.

SMILES	Tn7 DDE FP	MBD2 inh	UHRF1 binding	proKLK7 act	ASAP1 GAP inh	PLCb3 inh	ADAM17 inh	Tn6 DDE FP	ARFGAP1 inhibitor	PLC-gamma1 inh
Cc1ccc(NC(=O)Nc2ccnc(-c3cccnc3)n2)cc1	8	0	2	0.3	-1	-1	-1	6	-7	0
Cc1ccsc1/C=C(\C#N)C(=O)NCc1ccco1	-6	2	0	-0.1	3	2	0	-1	-7	3
Cc1nn(-c2ccccc2)c2c1/C(=N/O)CC(C)(C)C2	4	-3	0	0.5	-4	-2	-3	5	11	-3
C/C(=N/NC(=O)CNC(=O)c1cccs1)c1ccco1	6	-5	-1	0.3	-6	-5	1	5	-9	4
Cc1cc(C)c(C)c(S(=O)(=O)N[C@@H](C)C(=O)OC(C)C(=O)NC(N)=O)c1C (some centres not stated)	-3	2	0	0.4	-19	-3	-1	3	-2	-2
Nc1ccn(-c2ncc(C(F)(F)F)cc2Cl)c(=O)n1	-15	-9	-1	-0.4	-14	-32	-2	4	0	-24
Cc1c(NC(=S)N/C(=N/S(=O)(=O)c2ccc(Cl)cc2)c2ccccc2)c(=O)n(-c2ccccc2)n1C	-2	4	7	-0.2	3	0	-8	-6	4	4
CC(NC(=S)Nc1ccccc1)C1COc2ccccc2O1 (configuration not stated)	-2	-3	-3	0.8	-2	3	3	-4	-2	1
CC(OC(=O)CCC(=O)c1ccc(F)cc1)C(=O)NC1CCCCC1C (configuration not stated)	-10	1	1	0.0	-10	-2	1	5	7	2
CCOC(=O)[C@]12CCCC=C1N(Cc1ccccc1)C(=O)[C@H](CC(=O)NCCCCc1ccccc1)C2	1	-1	-2	0.9	2	2	6	6	14	2
O=C(CCC1COc2ccccc2O1)Nc1ncccc1O (configuration not stated)	1	3	-2	0.2	12	-2	1	6	6	0
CCc1nc(NCCN2CCOCC2)c2oc3ccccc3c2n1	-5	3	3	-0.2	-9	-7	-5	-4	3	0
Cc1nn(Cc2ccc(Cl)cc2Cl)c(C)c1NC(=O)c1sc2ccccc2c1Cl	-3	1	1	-0.2	12	3	5	7	5	8
COc1ccc(CN2C(=O)CCC2(C)c2nnnn2Cc2ccccc2)cc1OC (configuration not stated)	5	-3	0	0.5	2	-3	-4	-3	4	1
COc1ccc(CN2C(=O)CN=C2Nc2ccc(C)cc2C)cc1	1	-1	3	0.0	3	2	-3	0	1	2
O=C(CSc1ccccc1)Nc1ccncc1	5	0	-1	0.1	-2	-73	-4	9	-3	-3
O=C(CCCn1c(=S)[nH]c2ccsc2c1=O)Nc1ccc2c(c1)OCCO2	4	3	2	-0.1	-3	-4	-5	2	0	0
Cc1ccc(-c2ccc(=O)[nH]n2)cc1	3	4	0	0.1	-14	-1	-9	-3	-7	-1
Cc1c(C(=O)O)[nH]c2ccc([N+](=O)[O-])cc12	6	-1	0	-0.2	-3	-7	0	0	-8	-9
Nc1nc(N)c(C=Nc2ccc(Br)cc2)c(Nc2ccc(Br)cc2)n1	-4	-3	-2	-0.4	21	-5	2	2	17	3
COc1ccc(CNC(=O)Cn2nc([N+](=O)[O-])c(Br)c2C)cc1	-4	7	2	0.8	12	-3	-4	-7	2	4
Cc1cccc(C)c1NC(=O)CNCC(=O)Nc1c(C)cccc1C	6	1	4	-0.7	-7	-2	-3	7	-9	-2
COc1c(Br)cc(/C=N/n2c(-c3ccccc3)n[nH]c2=S)c(O)c1Br	3	-1	-1	-17	0	-42	-3	5	-7	-26
O=Cc1cccn1Cc1ccc(Cl)cc1Cl	3	0	0	-0.1	-3	3	1	-4	14	4
O=C(O)c1cccc(Cn2c(Cl)c(/C=N/NC(=O)c3ccc(O)cc3)sc2=O)c1	10	-6	0	0.8	12	-8	-4	3	-7	5
(listing goes on)
SMILES	Tn7 DDE FP	MBD2 inh	UHRF1 binding	proKLK7 act	ASAP1 GAP inh	PLCb3 inh	ADAM17 inh	Tn6 DDE FP	ARFGAP1 inhibitor	PLC-gamma1 inh
O=c1c(-c2ccccc2)c(O)nc(SCCN2CCOCC2)n1-c1ccccc1	-2	1	5	-0.1	1	3	0	4	-5	4
COc1cc(C(C)=O)ccc1OC(=O)CN1C(=O)c2ccccc2C1=O	-5	-1	-1	0.7	-4	0	-2	-1	-5	1
Cc1ccc2c(=O)n3c(nc2c1)C(Cc1ccc(O)cc1)NC(=O)c1ccc(Cl)cc1-3 (configuration not stated)	-3	3	0	0.2	12	-4	1	1	-3	-1
CCOC(=O)c1[nH]nc(C(=O)c2ccc(Br)cc2)c1O	-2	3	2	0.3	12	1	-5	6	8	0
COc1ccc(-c2noc(CN(C)C3CCOCC3)n2)cc1	-11	-6	1	-0.1	3	-2	0	-2	-10	2
CNC(=O)CSc1nnc(-c2ccco2)n1-c1cccc(OC)c1	8	4	-1	0.1	0	-5	1	-6	-10	1
CC(OC(=O)C1CCN(S(=O)(=O)c2ccc(F)cc2)CC1)C(=O)NC1CCCCC1C (configuration not stated)	-6	1	-2	-0.3	0	-4	-5	2	11	4
CN(C)S(=O)(=O)c1ccc(Oc2ccccc2)cc1	-1	-2	-2	0.5	13	1	-3	4	6	0
OC(c1cccc(Cl)c1)c1nc(/C=C/c2ccccc2)cs1 (configuration not stated)	4	0	0	-0.8	1	-5	6	-4	6	-6
N#CC1=C(N)C(C#N)(C#N)[C@H](c2ccoc2)[C@H]2CN(Cc3ccccc3)CC=C12	3	-8	-1	13*	-2	-378	-72	7	10	-283
C=CCN(C(=O)Cn1nc(C)n2c(cc3cc(C)ccc32)c1=O)c1ccccc1	-3	0	1	-0.5	3	-12	-8	-1	-2	-4
CCC(CC)c1nnc(NC(=O)COc2ccc3c(C)cc(=O)oc3c2)s1	-1	-1	-1	-0.2	1	-4	-3	3	4	-3
Cc1onc(-c2c(Cl)cccc2Cl)c1C(=O)c1c[nH]c(C(=O)NCC2CCCO2)c1 (configuration not stated)	9	2	1	0.2	-14	-10	-3	7	1	1
Cc1nn(-c2ccccc2)c(C)c1/C=C/C(=O)OC(C)C(N)=O (configuration not stated)	3	1	-3	0.1	2	3	0	0	12	-2
N#C/C(=C\c1c(Oc2ccccc2Cl)nc2ccccn2c1=O)C(=O)NC1CCS(=O)(=O)C1 (configuration not stated)	-8	1	-1	1.5	0	-196	-72	-5	-4	-148
O=c1c(-c2ccc(Br)cc2)coc2c(CN3CCCCC3)c(O)ccc12	0	2	0	9.5	8	i	-169	1	-8	-463
Cc1ccc(-n2c(CCc3nc4ccccc4[nH]3)n[nH]c2=S)cc1	-3	-3	-4	-0.2	-5	-1	-2	9	-11	2
O=C(c1ccccc1)c1c(O)cc(-c2ccccc2)oc1=O	5	3	4	-0.2	-3	-5	-4	-1	4	2
CCCSCCCNC(=O)Cn1nc(CC)n2c(cc3c(OC)cccc32)c1=O	-7	-6	-3	-0.4	-9	-63	-52	3	-4	-52
COC(=O)CSc1nc(-c2ccc(F)cc2)cc(C(F)(F)F)n1	-2	4	-4	0.4	-8	1	0	-8	5	0
COc1ccc(NC(=O)c2cc(C3CCCCN3S(=O)(=O)Cc3ccccc3)on2)c(C)c1 (configuration not stated)	-5	-1	-2	0.7	-5	2	6	3	-2	1
Cc1ccc(Cn2nc(C)c(/C=N/NC(=O)c3cccnc3)c2C)cc1	-2	-1	-1	0.3	4	-4	-4	1	8	-2
CCCc1cc(=O)[nH]c(SCC(=O)Nc2sccc2C#N)n1	1	3	-4	-0.3	-2	-11	-4	9	-2	-2
CN(C)S(=O)(=O)c1ccc(Cl)c(NC(=O)COC(=O)CN2C(=O)C3CCCCC3C2=O)c1 (configuration not stated)	2	3	4	-1.0	-8	-4	-5	-6	2	3
CCOC(=O)[C@]12CCC=C1N(CCC1=CCCCC1)C(=O)[C@H](CC(=O)NCc1cccs1)C2	-3	-1	0	-0.9	7	3	-3	-4	5	1

Taken from above:
Value for `C=CCN(C(=O)Cn1nc(C)n2c(cc3cc(C)ccc32)c1=O)c1ccccc1` in UHRF1 binding: 1
Value for `CCOC(=O)[C@]12CCC=C1N(CCC1=CCCCC1)C(=O)[C@H](CC(=O)NCc1cccs1)C2` in ADAM17 inh: -3
Value for `COC(=O)CSc1nc(-c2ccc(F)cc2)cc(C(F)(F)F)n1` in Tn7 DDE FP: -2

The list continues:
SMILES	Tn7 DDE FP	MBD2 inh	UHRF1 binding	proKLK7 act	ASAP1 GAP inh	PLCb3 inh	ADAM17 inh	Tn6 DDE FP	ARFGAP1 inhibitor	PLC-gamma1 inh
CCN(C(=O)c1ccc(S(=O)(=O)N2CCCC2)cc1)C1CCS(=O)(=O)C1 (configuration not stated)	1	1	0	-0.4	3	-6	-2	1	11	2
COc1ccc(-c2noc3c2-c2nc(-c4ccc(Cl)cc4)sc2CC3)cc1	-3	-2	0	-0.3	13	4	-1	10	-2	2
Cc1cc(C)n(CCC(=O)N/N=C/c2c(O)ccc3ccccc23)n1	1	-7	-6	-2.0	6	-14	5	-7	12	-10
O=c1oc(-c2ccccc2)nc2sc3c(c12)CCC3	-7	18*	46*	0.6	-1	-31	-4	-7	2	-26
Cc1ccc(C)c(-n2c(SCC(=O)NC(C(=O)O)C(C)C)nnc2-c2cccc(Cl)c2)c1 (configuration not stated)	1	0	-2	0.7	4	1	-2	-7	-2	1
CCCCSc1nnc(-c2ccc(NC(=O)CC)cc2)n1C	-3	5	3	-0.1	9	-7	-2	-7	7	-8
Cc1ccccc1NC(=O)C1CCCN1/C=C/C(=O)C(F)(F)F (configuration not stated)	2	-1	0	-0.4	-4	3	1	-3	12	2
Cc1cc(C(F)F)nn1CC(=O)N1CCSCC1	4	6	2	0.3	-13	0	-2	-10	-3	6
O=C(O)c1ccc(-c2nnc(-c3ccccc3)o2)cc1	-3	-6	2	0.6	-3	-5	-2	6	2	1
CCOc1ccc2[nH]c(=O)c(CN(Cc3nnnn3Cc3ccccc3)CC3CCCO3)cc2c1 (configuration not stated)	-4	3	-2	2.8	-12	-86	-43	1	-8	-82
CCOC(=O)N1CCN(C(=O)COC(=O)CSc2ccc([N+](=O)[O-])cc2)CC1	-3	1	0	0.1	-8	0	0	0	3	4
Cc1ccc2nc(NCCCO)[nH]c2c1	-7	-2	1	0.1	-4	2	-1	-1	5	3
OCC[C@@H]1C[C@H](O)[C@@H](O)[C@@]2(CCc3ccccc3CO2)O1	1	2	17	1.0	11	0	-16	2	4	0
N#CCC(=O)Nc1cc(C(F)(F)F)ccc1N1CCOCC1	-1	0	3	-1.0	17	-6	-4	5	2	-3
O=C(CSc1nnnn1C1CCCC1)Nc1ccccc1N1CCOCC1	-1	3	3	0.1	12	-3	1	4	3	2

UHRF1 binding, entries above that show a hit
SMILES	Tn7 DDE FP	MBD2 inh	UHRF1 binding	proKLK7 act	ASAP1 GAP inh	PLCb3 inh	ADAM17 inh	Tn6 DDE FP	ARFGAP1 inhibitor	PLC-gamma1 inh
O=c1oc(-c2ccccc2)nc2sc3c(c12)CCC3	-7	18*	46*	0.6	-1	-31	-4	-7	2	-26
